Assay outcomes deposited in PubChem BioAssay by National Center for Advancing Translational Sciences (NCATS).
HP1b chromo inh: HTS for Inhibitors of HP1-beta Chromodomain Interactions with Methylated Histone Tails | 0.56% of 390,000 active | Potency, µM (series often up to 114 µM), for inactives: top-dose activity change, negative = inhibition, hits mostly inhibitors | AlphaScreen HP1-beta / biotin-H3K9me3 peptide binding | AID 540317, 2011 | Chromobox protein homolog 1 (Homo sapiens), P83916; further: nearly all actives have a fitted effect of over 70% in size; inactives centre near 23
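HP1-beta protein (50 nM final) preincubated 30 min at room temperature with biotinylated H3(1-18)K9me3 peptide (50 nM) in PBS pH 7.4, 0.01% Tween-20, then compound added for 30 min. AlphaScreen streptavidin donor/nickel chelate acceptor beads (10 ug/mL final), 30 min dark, luminescence read.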
PGK inhibitor: qHTS Assay to Find Inhibitors of Phosphoglycerate Kinase | Phosphoglycerate kinase, glycosomal (Trypanosoma brucei brucei), P07378 | 0.043% of 380,000 active | PGK/GAPDH coupled, Kinase-Glo luminescence, 60 min | Potency, µM (series often up to 57.5 µM), for the others: at the top dose activity change, negative = inhibition, actives largely listed as inhibitors; further: on the % scale 0 is the no-effect control and ±100 the full control effect; nearly all actives have a fitted effect of over 60% in size
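Luminescent ATP detection (Kinase-Glo Plus) follows a 60-minute room-temperature incubation, with wells lacking PGK as controls. Buffer: 100 mM TEA (pH 7.6), 5 mM MgCl2, 0.01% Tween-20. Coupling enzyme GAPDH (100 nM final) supplies unstable 1,3-BPG in-well.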
BLM helicase inh: qHTS Assay for Inhibitors of Bloom's syndrome helicase (BLM) | RecQ-like DNA helicase BLM (Homo sapiens), P54132 | recombinant BLM DNA unwinding, fluorescence dequenching | Potency, µM (highest dose often 56.1 µM), without a hit: at the top dose activity change, negative = inhibition, hits mostly inhibitors | 0.2% of 350,000 active | AID 2528, 2010;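 further: plate controls were vehicle for no effect and no enzyme for full effect; nearly all actives have a fitted effect of over 35% in size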
Pin1 inh: qHTS Assay to Find Inhibitors of Pin1; Peptidyl-prolyl cis-trans isomerase NIMA-interacting 1 (Homo sapiens), Q13526; Pin1 FP peptide displacement, HiFluor488, 10 min; Potency, µM (highest dose often 115 µM), for the others: top-dose activity, negative = inhibition, hits mostly inhibitors; 0.009% of 390,000 active; AID 504891, 2011; active means well fitted inhibition curve with a large enough effect in the polarisation, with a control signal flat, not every such curve was filed as active; inconclusive means small, poorly fitted or top-dose-only effect, or effect the other way, or a change in a side signal; inactive means no such curve, though single readings can be large or run the other way; the % refers to the polarisation; further: on the % scale 0 is the no-effect control and ±100 the full control effect
GLS inh: qHTS for Inhibitors of Glutaminase (GLS); Potency, µM (series often up to 45.5 µM), for the others: at the top dose activity change, negative = inhibition, most hits filed as inhibitors; GLS enzymatic activity, qHTS titration; Glutaminase kidney isoform, mitochondrial (Homo sapiens), O94925; 0.21% of 410,000 active; AID 624170, 2012; further: on the % scale 0 is the no-effect control and ±100 the full control effect
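Assay buffer: 45 mM KH2PO4 pH 8.2, 0.02% Tween-20. hKGA acts on L-glutamine (1 mM solution added); product glutamate is reported by an oxidase/peroxidase Amplex Red coupling, with fluorescence taken at baseline and 30 min.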
JMJD2A Tudor: qHTS Assay for Inhibitors of JMJD2A-Tudor Domain | Lysine-specific demethylase 4A (Homo sapiens), O75164 | AlphaScreen JMJD2A-Tudor / H3K4me3 peptide binding | Potency, µM (titrated, usually from 114 µM), for inactives: at the top dose activity change, negative = inhibition, hits mostly inhibitors | 4.4% of 390,000 active; further: on the % scale 0 is the no-effect control and ±100 the full control effect; nearly all actives have a fitted effect of over 50% in size
Target sequence (O75164 whole entry, looked up, the tested form may be a part): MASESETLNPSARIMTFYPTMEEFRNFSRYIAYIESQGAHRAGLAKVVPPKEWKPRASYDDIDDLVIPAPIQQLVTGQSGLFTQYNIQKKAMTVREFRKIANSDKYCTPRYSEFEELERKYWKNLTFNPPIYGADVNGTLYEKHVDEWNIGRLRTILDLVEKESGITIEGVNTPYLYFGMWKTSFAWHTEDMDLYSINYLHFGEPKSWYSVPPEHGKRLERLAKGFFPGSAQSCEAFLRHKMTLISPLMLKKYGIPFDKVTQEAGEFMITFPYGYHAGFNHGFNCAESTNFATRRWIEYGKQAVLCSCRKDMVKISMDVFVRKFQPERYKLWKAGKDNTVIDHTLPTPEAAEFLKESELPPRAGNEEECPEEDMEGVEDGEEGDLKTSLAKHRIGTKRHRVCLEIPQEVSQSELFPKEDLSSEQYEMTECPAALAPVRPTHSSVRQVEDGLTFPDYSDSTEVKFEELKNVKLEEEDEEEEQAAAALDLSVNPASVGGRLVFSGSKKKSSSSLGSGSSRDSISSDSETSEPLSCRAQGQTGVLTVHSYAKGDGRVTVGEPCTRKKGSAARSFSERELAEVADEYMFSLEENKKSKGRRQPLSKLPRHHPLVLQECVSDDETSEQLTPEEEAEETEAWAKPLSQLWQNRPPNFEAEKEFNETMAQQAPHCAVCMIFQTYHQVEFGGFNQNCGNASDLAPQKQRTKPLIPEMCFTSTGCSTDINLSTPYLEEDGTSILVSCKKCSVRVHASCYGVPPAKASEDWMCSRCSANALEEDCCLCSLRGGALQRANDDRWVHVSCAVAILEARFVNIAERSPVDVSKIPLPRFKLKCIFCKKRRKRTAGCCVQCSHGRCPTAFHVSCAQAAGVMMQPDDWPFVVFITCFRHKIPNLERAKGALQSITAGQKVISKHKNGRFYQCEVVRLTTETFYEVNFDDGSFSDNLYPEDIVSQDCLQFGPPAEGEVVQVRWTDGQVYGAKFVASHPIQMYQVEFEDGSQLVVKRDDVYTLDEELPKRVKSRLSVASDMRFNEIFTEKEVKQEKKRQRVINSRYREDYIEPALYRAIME
G9a block: qHTS Assay for Inhibitors of Histone Lysine Methyltransferase G9a | G9a H3K9 monomethylation, AlphaScreen, 2 h | Potency, µM (series often up to 102 µM), inactives show top-dose activity, negative = inhibition, hits mostly inhibitors | 8.8% of 350,000 active | AID 504332, 2011; further: on the % scale 0 is the no-effect control and ±100 the full control effect; nearly all actives have a fitted effect of over 75% in size
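Signal arises when biotinylated H3K9 peptide, once monomethylated, bridges streptavidin donor and antibody-captured acceptor beads. Enzyme at 20 nM was preincubated 15 min with test compounds; peptide 500 nM and SAM 20 uM then reacted for 2 h.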
Pol iota inh: qHTS for Inhibitors of Polymerase Iota; Pol iota fluorescent replication assay, 10 min; DNA polymerase iota (Homo sapiens), Q9UNA4; Potency, µM (highest dose often 115 µM), without a hit: at the highest dose activity, negative = inhibition, usual class: inhibitors; 1% of 390,000 active
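Fluorescent replication assay read twice, at 0 min and 10 min after adding 50 nM (final) substrate. Enzyme (10 nM) and compounds were first incubated 15 min at room temperature; enzyme-free buffer wells were negative controls.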
BAZ2B block: qHTS Assay for Inhibitors of BAZ2B | AID 504333, 2011 | AlphaScreen BAZ2B-H3K14Ac peptide displacement | Potency, µM (highest dose often 114 µM), without a hit: at the top dose activity change, negative = inhibition, actives largely listed as inhibitors | 4.4% of 360,000 active; further: on the % scale 0 is the no-effect control and ±100 the full control effect; nearly all actives have a fitted effect of over 60% in size
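Complex of BAZ2B and biotin-H3K14Ac (50 nM apiece) forms over 30 min at RT, then faces library compounds up to 110 uM for another 30 min; AlphaScreen beads added, 20 min dark incubation, luminescence read.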
Active calls of the source: *; i = inactive; ? = inconclusive; nt = no result given; [ ] = remark or other dose. Unless noted, the call rests on the fitted dose curve; in most records, active means well fitted curve in the direction sought with a large enough effect; inconclusive means small, poorly fitted or top-dose-only effect, or another doubt; inactive means no such curve, though single readings can be large; an effect the other way counts as inactive or inconclusive. Potency means the concentration at half of the fitted maximal effect. This is a subset, so the mix of outcomes need not match the whole.

1) CCC(C)NC(=O)c1cc2cc3ccc(OC)cc3nc2s1 (stereo unspecified)
2) Cc1cc(C)c(NC(=O)Cn2nc(-c3ccncc3)ccc2=O)c(C)c1
3) CCC(CNC(=O)c1c(C)nn(-c2ccccc2)c1Cl)c1ccccc1 (stereo unspecified)
4) CC(C)CC(=O)Nc1cc(-c2ccccc2F)nn1-c1ccccc1
5) Cc1ccc(NC(=O)CSc2nnc(NC(=O)C3CC3)s2)cc1
6) COc1ccc(NC(=O)c2nn(C)c3c2CS(=O)(=O)c2ccccc2-3)cc1Cl
7) NC(=O)Cc1ccc(Nc2nnc(-c3ccc(O)cc3)c3ccccc23)cc1
8) C=C(C)Cn1c(N2CCCC2)nc2c1c(=O)n(C)c(=O)n2C

compound no.	1	2	3	4	5	6	7	8
HP1b chromo inh	26%	24%[57 µM]	54%[activator]	15%[57 µM]	20%	28%	46%[activator]	26%
PGK inhibitor	-3%	2%	-1%	i	-8%	9%	-4%	-1%
BLM helicase inh	4%	1%	-8%	-4%	-1%	-2%	-3%	-4%
Pin1 inh	?	-1%	2%	-6%	13%	2%	0%	-1%
GLS inh	?	-2%	-11%	-11%	8%	5%	11µM*	-2%
JMJD2A Tudor	?	-7%	17%	-16%	-12%	-19%	-4%	-10%
G9a block	-22%	3%[59 µM]	19%	11%[59 µM]	?	-30%[59 µM]	22%	nt
Pol iota inh	-15%	11%	37%[activator]	-14%	16%	16%	-14%	15%
BAZ2B block	?	1%	6%	-7%	-2%	-5%	-3%	-14%

9) CC(=O)c1ccc(NC(=O)C(=O)c2cn(CC(=O)N3CCCCC3)c3ccccc23)cc1
10) COC(=O)C(C)n1cnc2c(nnn2-c2cccc(OC)c2)c1=O (stereo unspecified)
11) CC(C)(C)NC(=O)NC(=O)COC(=O)c1ccc2c(c1)S(=O)(=O)N=C1CCCCCN12
12) Cc1ccc(C)c(OCCC(=O)N2CCN(S(=O)(=O)c3ccc([N+](=O)[O-])cc3)CC2)c1
13) CCOC(=O)[C@H](CCc1ccccc1)N[C@@H](C)C(=O)N1[C@H](C(=O)O)C[C@@H]2CCC[C@@H]21
14) CC(=O)Nc1ccc(CN2CCCN(C)CC2)cc1
15) Cc1ccc(-n2c(=O)c3c(c4cc(C)ccc4n3C)n(CC(=O)NCCC3=CCCCC3)c2=O)cc1
16) Cc1ccccc1NC(=O)C(=O)NNC(=O)COc1ccc2ccccc2c1

compound no.	9	10	11	12	13	14	15	16
HP1b chromo inh	12%	25%	43%	44%[activator]	36%	?	19%	39%[activator]
PGK inhibitor	-3%	4%	-1%	-9%	-2%	-2%	-3%	0%
BLM helicase inh	0%	-4%	1%	nt	nt	-3%	-4%	-3%
Pin1 inh	-1%	9%	1%	22%	-3%	?	-2%	2%
GLS inh	18%	26%	6%	2%	-12%	6%	1%	13%
JMJD2A Tudor	-20%	-2%	-9%	-27%	1%	22µM*	-7%	-11%
G9a block	-4%[59 µM]	-14%	12%	4%[59 µM]	nt	20µM*	-13%[59 µM]	-16%[59 µM]
Pol iota inh	16%	?	17%	-4%	-11%	21%	2%	15%
BAZ2B block	8%	9%	-5%	-8%	nt	?	0%	-33%

In a second layout: entries from further up.
| no. | SMILES | HP1b chromo inh | PGK inhibitor | BLM helicase inh | Pin1 inh | GLS inh | JMJD2A Tudor | G9a block | Pol iota inh | BAZ2B block |
| --- | --- | --- | --- | --- | --- | --- | --- | --- | --- | --- |
| 14 | CC(=O)Nc1ccc(CN2CCCN(C)CC2)cc1 | ? | -2% | -3% | ? | 6% | 22µM* | 20µM* | 21% | ? |
| 15 | Cc1ccc(-n2c(=O)c3c(c4cc(C)ccc4n3C)n(CC(=O)NCCC3=CCCCC3)c2=O)cc1 | 19% | -3% | -4% | -2% | 1% | -7% | -13%[59 µM] | 2% | 0% |

The listing continues.
17) COc1ccc(CNC(=O)CCCn2nc(C)c([N+](=O)[O-])c2C)cc1OC
18) Cc1ccc(COC(=O)Cc2coc3cc(O)ccc23)cc1
19) CCc1ccccc1S(=O)(=O)Cc1ccc(C(=O)NCc2ccc(Cl)cc2)o1
20) COc1ccc(OC)c(/C=C/C(=O)Nc2ccc(C(=O)OCCC(C)C)cc2)c1
21) O=C(Cc1ccccc1)NN1CCCCC1
22) CCc1sc(Nc2ccc(C)cc2Br)nc1-c1cc2cccc(OC)c2oc1=O
23) COc1ccc(NC(=O)CSc2nnc(Cn3cnc4ccccc43)o2)cc1
24) CCOC(=O)c1ccc2c(c1)[nH]c(=S)n2CC

compound no.	17	18	19	20	21	22	23	24
HP1b chromo inh	21%	8%	25%	73%[activator]	22%	13%	33%	20%
PGK inhibitor	-4%	-17%	0%	nt	0%	-3%	-7%	-8%
BLM helicase inh	-1%	-12%	-4%	-11%	-5%	-4%	-1%	0%
Pin1 inh	-6%	-7%	9%	16%	-7%	5%	-3%	0%
GLS inh	3%	-11%	-4%	-4%	2%	-7%	-8%	-7%
JMJD2A Tudor	-5%	-20%	-18%	26%	-9%	-19%	-5%	?
G9a block	?	-18%	5%[59 µM]	91%[activator][59 µM]	-23%	10%[59 µM]	-2%	?
Pol iota inh	12%	?	-13%	16%	4%	26%	92%[activator]	14%
BAZ2B block	10%	-12%	-7%	31%	6%	-1%	6%	3%

25) CCOc1ccc(N2C(=O)c3cccnc3C2Nc2ccc(Cl)cc2)cc1 (stereo unspecified)
26) CCOC(=O)N1CCN(C(=O)CSCC(=O)Nc2nc(-c3ccc(C)cc3)cs2)CC1
27) Cc1ccc(C(=O)NC(=S)Nc2cccc(-c3nc4ccccc4s3)c2)cc1
28) Cn1c(=O)c2[nH]c(C3CC=CCC3)nc2n(C)c1=O (stereo unspecified)
29) O=S(=O)(c1cccc(S(=O)(=O)N2CCOCC2)c1)N1CCCCC1
30) COc1c(NC=O)c2c(c([N+](=O)[O-])c1OC)C(=O)OC2
31) Cc1nn2c3cc(N4CCOCC4)ccc3nc2c2ccccc12
32) CCOc1ccccc1N(CC(=O)NCc1ccccc1)C(=O)CCC(=O)Nc1cc(C)ccn1

compound no.	25	26	27	28	29	30	31	32
HP1b chromo inh	20%	32%	12%	28%	14%	28%[57 µM]	18%	33%
PGK inhibitor	i	i	i	9%	-1%	-2%	-3%	-5%
BLM helicase inh	-3%	0%	0%	nt	-1%	nt	nt	1%
Pin1 inh	8%	-6%	2%	-9%	-2%	1%	?	-8%
GLS inh	-3%	2%	5%	-1%	13%	-3%	4%	0%
JMJD2A Tudor	-19%	-20%	-11%	-7%	2%	-3%	16%[57.1 µM]	-15%
G9a block	-11%[59 µM]	13%[59 µM]	14%[59 µM]	nt	-25%[59 µM]	nt	nt	3%
Pol iota inh	?	3%	17%	12%	20%	40%[activator]	33%[activator]	34%[activator]
BAZ2B block	-26%	-33%	0%	nt	-13%	nt	nt	?

Just Pin1 inh, for some of the entries so far:
item | Compound | Pin1 inh
9 | CC(=O)c1ccc(NC(=O)C(=O)c2cn(CC(=O)N3CCCCC3)c3ccccc23)cc1 | -1%
10 | COC(=O)C(C)n1cnc2c(nnn2-c2cccc(OC)c2)c1=O (stereo unspecified) | 9%

The results go on.
33) CC(=O)N1CCN(c2ccc(NC(=O)c3ccc(C)c([N+](=O)[O-])c3)cc2)CC1
34) COc1ccc(-c2ccc(SCC(=O)NC3CCCCC3)nn2)cc1OC
35) Cc1ccc2cc(CCNS(=O)(=O)c3ccc(F)cc3)c(=O)[nH]c2c1C
36) COc1cccc(Cn2cnc3c(NS(=O)(=O)c4cccc(Cl)c4Cl)c(C)c(C)cc32)c1
37) O=C(NCc1ccc2c(c1)OCO2)c1cc2ncc(Br)cn2n1
38) C/C(=N\NS(=O)(=O)c1ccc(Cl)cc1)c1ccc(O)cc1
39) CCN(CC)S(=O)(=O)c1cc(NC(=O)COC(=O)CCC(=O)c2cccs2)ccc1C
40) Cc1[nH]c2c([N+](=O)[O-])cccc2c1C

compound no.	33	34	35	36	37	38	39	40
HP1b chromo inh	14%	9%	59%[activator]	23%	4%	6%	-5%	-28%
PGK inhibitor	1%	1%	-3%	-7%	?	-19%	-8%	-7%
BLM helicase inh	-11%	0%	2%	-6%	-23%	4%	-2%	-7%
Pin1 inh	0%	-4%	-1%	35%[activator]	?	2%	3%	3%
GLS inh	-4%	-5%	-1%	22%	?	37%[activator]	0%	1%
JMJD2A Tudor	-16%	-14%	-21%	-23%	?	-15%	-18%	?
G9a block	nt	-11%	-3%	?	-39%[59 µM]	?	-13%[59 µM]	nt
Pol iota inh	85%[activator]	82%[activator]	-5%	26%	22µM*	8%	39%[activator]	155%[activator]
BAZ2B block	-12%	-13%	-20%	-1%	?	-5%	-13%	20%

41) O=C(COC(=O)c1cc(Cl)nc(Cl)c1)Nc1ccc(Cl)c(S(=O)(=O)N2CCOCC2)c1
42) O=C(COC(=O)c1cccs1)Nc1ccccc1
43) CCCn1nnc(NC(=O)c2cc(Br)ccc2OC)n1
44) Cc1ccc(F)cc1NC(=O)N1CCCN(C(=O)OC(C)(C)C)CC1
45) CC1CCN(C(=O)c2ccc3c(Cl)c4c(nc3c2)CCCC4)CC1

compound no.	41	42	43	44	45
HP1b chromo inh	9%[57 µM]	59%[activator]	20%	18%	24%
PGK inhibitor	-3%	nt	nt	4%	-2%
BLM helicase inh	nt	1%	-2%	0%	-4%
Pin1 inh	15%	8%	-2%	-1%	0%
GLS inh	4%	-9%	5%	4%	0%
JMJD2A Tudor	-12%	-1%	-5%	-14%	-5%
G9a block	nt	-26%[59 µM]	-1%[12.7 µM]	1%	-2%
Pol iota inh	-3%	12%	6%	15%[58.9 µM]	-18%
BAZ2B block	nt	nt	-4%	-1%	nt
